Screening data as filed in PubChem BioAssay.
TcdB GH inh: TcdB glycohydrolase inhibitors, primary screen, biochemical, single point, plate reader; inhibition, % at 9.99 µM; AID 652162, 2013; hit rate 0.24% among 350,000; Toxin B (Clostridioides difficile), P18177; TcdB glycohydrolase enzymatic assay; in the data active = inhibition above about 10%
* = called active by the depositor; & = joins results of further samples. A portion of the library. The share of hits here may be higher or lower than overall.

| SMILES | TcdB GH inh |
| --- | --- |
| N#C[C@H]1[C@@H](c2ccc(C#Cc3ccc(F)cc3)cc2)[C@H](CO)N1C(=O)C1CC1 | 1.9 |
| COc1ccc(-c2ccc([C@H]3[C@@H](CO)N4CCCCN(S(=O)(=O)c5cccs5)C[C@@H]34)cc2)cc1 | 0.6 |
| C[C@@H]1CN([C@@H](C)CO)C(=O)c2cc(-c3ccccc3)cnc2O[C@@H]1CN(C)C(=O)NC1CCCC1 | 0.2 |
| COc1ccc(NC(=O)N(C)C[C@H]2Oc3cc(C#CCC(C)C)ccc3S(=O)(=O)N([C@H](C)CO)C[C@H]2C)cc1 | 1.3 |
| C[C@H]1CN([C@@H](C)CO)S(=O)(=O)c2ccc(C#Cc3ccncc3)cc2O[C@H]1CN(C)C(=O)C1CC1 | 4.7 |
| O=C(Nc1ccc(Cl)cc1)N1C[C@H]2[C@@H](c3ccccc31)[C@@H](CO)N2CC1CCCCC1 | -0.9 |
| C[C@H](CO)N1C[C@H](C)[C@H](CN(C)Cc2cccc3c2OCCCO3)OCc2ccccc2-c2ccccc2C1=O | -0.9 |
| C[C@H](CO)N1C[C@H](C)[C@H](CN(C)C(=O)c2ccncc2)OCCCC[C@H](C)Oc2ccc(NS(=O)(=O)c3ccc(F)cc3)cc2C1=O | 1.1 |
| CCC(=O)N1CC(=O)N2[C@H](CO)[C@H](c3ccc(C#CC4CCCC4)cc3)[C@@H]2C1 | -0.4 |
| CCCNC(=O)C[C@@H]1C[C@H]2c3cc(NC(=O)C4CCC4)ccc3O[C@H]2[C@H](CO)O1 | -0.9 |
| Cc1noc(C)c1NC(=O)Nc1ccc2c(c1)C(=O)N([C@@H](C)CO)C[C@@H](C)[C@@H](CN(C)S(=O)(=O)c1cn(C)cn1)OCCCC[C@@H](C)O2 | 0.8 |
| O=C(C[C@@H]1C=C[C@@H](NC(=O)Nc2ccc(C(F)(F)F)cc2)[C@H](CO)O1)NCCN1CCCC1 | 0.6 |
| COc1ccc(-c2ccc3n(c2=O)C[C@@H]2[C@@H](CO)[C@H](C(=O)N(C)C)N(CC4CCCC4)[C@H]32)cc1 | -0.9 |
| Cc1ccc(S(=O)(=O)N(C)C[C@H]2Oc3c(NC(=O)Nc4c(C)noc4C)cccc3C(=O)N([C@H](C)CO)C[C@@H]2C)cc1 | 0.2 |
| O=C(NCC[C@H]1CC[C@@H](NS(=O)(=O)Cc2ccccc2)[C@H](CO)O1)C1CC1 | 0.3 |
| C[C@H](CO)N1C[C@H](C)[C@H](CN(C)Cc2ccc(C(F)(F)F)cc2)Oc2c(NC(=O)C3CCCCC3)cccc2C1=O | 1.9 |
| COCC(=O)Nc1ccc2c(c1)C(=O)N(C)C[C@@H](OC)[C@@H](C)CN(C(=O)c1ccccn1)[C@H](C)CO2 | 0.4 |
| COc1cccc(-c2ccc3c(c2)[C@@H]2[C@@H](CCN2C(=O)Cc2ccccc2)[C@@H](CO)N3)c1 | -2.8 |
| CC(C)NC(=O)N1CCCCN2[C@H](C1)[C@@H](c1ccc(C#C[C@H](C)O)cc1)[C@@H]2CO | -0.8 |
| CCS(=O)(=O)NCC[C@H]1CC[C@H](NC(=O)C2CCOCC2)[C@@H](CO)O1 | -0.9 |
| N#C[C@H]1[C@H](c2ccccc2-c2ccccc2F)[C@@H](CO)N1C(=O)Cc1ccccc1 | 0.6 |
| COc1cccc(C#Cc2cnc3c(c2)C(=O)N([C@H](C)CO)C[C@@H](C)[C@H](CN(C)C(=O)C2CCOCC2)O3)c1 | -0.4 |
| O=C(c1cccc(F)c1)N1CC(=O)N2[C@H](CO)[C@H](c3ccc(/C=C/c4ccccc4)cc3)[C@@H]2C1 | -0.4 |
| C[C@@H]1CN([C@@H](C)CO)C(=O)Cc2cc(N(C)C)ccc2O[C@@H]1CN(C)S(=O)(=O)c1cn(C)cn1 | -6.2 |
| CC(C)NC(=O)N(C)C[C@@H]1Oc2ccc(NC(=O)NC3CCCCC3)cc2CC(=O)N([C@H](C)CO)C[C@H]1C | 0.8 |
| CC(=O)N1[C@@H]2c3ccc(/C=C/c4ccccc4)c(=O)n3C[C@@H]2[C@@H](CO)[C@@H]1C(=O)Nc1nccs1 | 1.5 |
| C[C@H](CO)N1C[C@H](C)[C@@H](CN(C)C(=O)Nc2ccccc2)Oc2c(NS(C)(=O)=O)cccc2C1=O | 1.0&0.4 |
| CCCC#Cc1cnc2c(c1)C(=O)N([C@@H](C)CO)C[C@@H](C)[C@H](CN(C)C(=O)c1ccccc1)O2 | 0.7 |
| C[C@H](CO)N1C[C@H](C)[C@H](CN(C)C(=O)c2ccccc2)OCCCC[C@H](C)Oc2ccc(NC(=O)Nc3ccc(C(F)(F)F)cc3)cc2C1=O | -1.4 |
| Cc1noc(C)c1NC(=O)N(C)C[C@@H]1OCCCC[C@H](C)Oc2ccc(NS(=O)(=O)c3c(C)noc3C)cc2C(=O)N([C@H](C)CO)C[C@@H]1C | -0.6 |
| C[C@@H]1CN([C@H](C)CO)S(=O)(=O)c2ccc(C#Cc3ccccc3F)cc2O[C@@H]1CN(C)CC1CC1 | -0.2 |
| O=C(C[C@@H]1C[C@H]2c3cc(NC(=O)NC4CCCC4)ccc3O[C@H]2[C@H](CO)O1)NCc1ccncc1 | -0.1 |
| COc1ccccc1C#Cc1ccc([C@@H]2[C@@H](CO)N(C(=O)C3CCCC3)[C@H]2C#N)cc1 | 0.6 |
| N#C[C@@H]1[C@H](c2ccc(C#Cc3ccc(F)cc3)cc2)[C@@H](CO)N1C(=O)C1CCCC1 | -0.8 |
| O=C(C[C@H]1C=C[C@H](NC(=O)C2CCC2)[C@@H](CO)O1)Nc1nccs1 | -0.2 |
| O=C1O[C@@H](c2ccccc2)[C@@H](c2ccccc2)N2[C@@H](c3ccccc3OCCO)[C@]3(C(=O)Nc4ccc(C#CC5=CCCCC5)cc43)[C@@H](C(=O)N3CCCCCCC3)[C@H]12 | 0.5 |
| O=C1CN(S(=O)(=O)Cc2ccccc2)C[C@H]2[C@@H](c3ccc(C#Cc4cccc(F)c4)cc3)[C@@H](CO)N12 | 0.0 |
| COc1cccc(S(=O)(=O)Nc2ccc3c(c2)[C@@H]2C[C@H](CC(=O)NCCc4ccccc4)O[C@@H](CO)[C@@H]2O3)c1 | -1.1 |
| CCCc1cn(CC[C@@H]2CC[C@H](NC(=O)C3CCC3)[C@@H](CO)O2)nn1 | -0.6 |
| CCC(=O)N1C[C@H](C)[C@H](OC)CN(C)C(=O)c2cc(NC(=O)C3CCCCC3)ccc2OC[C@@H]1C | -0.2 |
| Cc1ccc(S(=O)(=O)N(C)C[C@@H]2OCCCC[C@H](C)Oc3ccc(NC(=O)CCC(F)(F)F)cc3C(=O)N([C@H](C)CO)C[C@H]2C)cc1 | 1.5 |
| COc1ccc(NC(=O)N(C)C[C@H]2Oc3ccc(NC(=O)C4CCCCC4)cc3C(=O)N([C@@H](C)CO)C[C@H]2C)cc1 | -1.7 |
| Cc1ccc(S(=O)(=O)Nc2ccc3c(c2)C(=O)N([C@H](C)CO)C[C@@H](C)[C@@H](CN(C)C(=O)c2ccccc2)OCCCC[C@H](C)O3)cc1 | 0.5 |
| CO[C@H]1CN(C)C(=O)c2cc(NC(=O)Nc3ccccc3Cl)ccc2OC[C@H](C)NC[C@@H]1C | 0.3 |
| CN(C)C(=O)c1ccc(-c2ccc3c(c2)[C@H]2[C@H](CCN2C(=O)c2cnccn2)[C@H](CO)N3)cc1 | 0.1 |
| CN(C)Cc1cn(CC[C@H]2CC[C@H](NS(=O)(=O)c3ccccc3)[C@@H](CO)O2)nn1 | -0.9 |
| C[C@@H]1CN([C@H](C)CO)C(=O)c2cccc(N(C)C)c2O[C@@H]1CN(C)Cc1ccc(C(=O)O)cc1 | -2.8 |
| C[C@@H]1CN([C@@H](C)CO)C(=O)c2cc(NS(=O)(=O)c3ccc(F)cc3)ccc2O[C@@H](C)CCCCO[C@@H]1CN(C)C(=O)Nc1cccc2ccccc12 | -0.7 |
| C/C=C/c1ccc([C@H]2[C@@H](CO)N(S(=O)(=O)c3cccc(F)c3)[C@H]2C#N)cc1 | 0.2 |
| COC(=O)[C@@H]1[C@@H](CO)[C@@H]2Cn3c(ccc(-c4ccccc4)c3=O)[C@H]1N2CC1CC1 | -0.7 |

Other compounds follow:
| SMILES | TcdB GH inh |
| --- | --- |
| C[C@@H]1CCCCO[C@@H](CN(C)C(=O)Cc2ccccc2)[C@H](C)CN([C@H](C)CO)C(=O)c2cc(NS(C)(=O)=O)ccc2O1 | 0.9 |
| CN(C)CC#Cc1cccc(-c2nc(C(=O)N3CCN(Cc4ccccc4)CC3)cc3c2[C@H](CCO)N(S(=O)C(C)(C)C)C3)c1 (some centres undefined) | -2.2 |
| C[C@@H]1CN([C@@H](C)CO)C(=O)c2cccc(NC(=O)Nc3ccc4c(c3)OCO4)c2O[C@H]1CN(C)Cc1ccc(Cl)c(Cl)c1 | -0.2 |
| O=C(Nc1cccc(Cl)c1)N[C@@H]1CC[C@H](CCNC(=O)C2CCCCC2)O[C@H]1CO | 1.4 |
| COc1ccc(-c2cnc3c(c2)C(=O)N([C@@H](C)CO)C[C@H](C)[C@H](CN(C)C(=O)Cc2cccnc2)O3)cc1 | -0.5 |
| COCC(=O)Nc1ccc2c(c1)[C@@H]1C[C@H](CC(=O)NC3CCCCC3)O[C@@H](CO)[C@@H]1O2 | -1.8 |
| C[C@H](CO)N1C[C@H](C)[C@H](CN(C)C(=O)CC2CC2)Oc2cc(-c3ccncc3)ccc2S1(=O)=O | -0.5 |
| C[C@@H]1CN([C@@H](C)CO)S(=O)(=O)c2ccc(Br)cc2O[C@@H]1CN(C)C(=O)CN(C)C | -0.4 |
| C[C@@H]1CCCCO[C@H](CN(C)S(=O)(=O)c2ccc(Cl)cc2)[C@H](C)CN([C@H](C)CO)C(=O)c2cc(NS(=O)(=O)c3ccc(F)cc3)ccc2O1 | 0.5 |
| CC(C)[C@@H](C)NC(=O)N(C)C[C@@H]1OCc2ccccc2-c2c(n(C)c3ccccc23)C(=O)N([C@@H](C)CO)C[C@H]1C | 1.5 |

Arranged by number of heavy atoms (low to high): part of the list above
| SMILES | TcdB GH inh |
| --- | --- |
| O=C(Nc1cccc(Cl)c1)N[C@@H]1CC[C@H](CCNC(=O)C2CCCCC2)O[C@H]1CO | 1.4 |
| C[C@H](CO)N1C[C@H](C)[C@H](CN(C)C(=O)CC2CC2)Oc2cc(-c3ccncc3)ccc2S1(=O)=O | -0.5 |
| CC(C)[C@@H](C)NC(=O)N(C)C[C@@H]1OCc2ccccc2-c2c(n(C)c3ccccc23)C(=O)N([C@@H](C)CO)C[C@H]1C | 1.5 |
| C[C@@H]1CCCCO[C@@H](CN(C)C(=O)Cc2ccccc2)[C@H](C)CN([C@H](C)CO)C(=O)c2cc(NS(C)(=O)=O)ccc2O1 | 0.9 |
| C[C@@H]1CN([C@@H](C)CO)C(=O)c2cccc(NC(=O)Nc3ccc4c(c3)OCO4)c2O[C@H]1CN(C)Cc1ccc(Cl)c(Cl)c1 | -0.2 |

(cont.)
| SMILES | TcdB GH inh |
| --- | --- |
| C[C@@H]1CN([C@H](C)CO)C(=O)Cc2cc(NC(=O)Nc3ccc(C(F)(F)F)cc3)ccc2O[C@@H]1CN(C)S(=O)(=O)c1ccc(Cl)cc1 | -0.2 |
| C[C@@H]1CCCCO[C@@H](CN(C)Cc2ccc(Cl)c(Cl)c2)[C@@H](C)CN([C@@H](C)CO)C(=O)c2cc(NC(=O)Nc3ccccc3)ccc2O1 | -0.9 |
| CC(C)NC(=O)Nc1cccc2c1O[C@H](CN(C)C(=O)NC(C)C)[C@@H](C)CN([C@@H](C)CO)C2=O | -0.8 |
| OC[C@H]1Nc2ccc(-c3cccc(F)c3)cc2[C@H]2[C@@H]1CCN2Cc1ccncc1 | -0.3 |
| CO[C@H](CN(C)S(=O)(=O)c1ccc(F)cc1)[C@@H](C)CN(C(=O)Nc1ccccc1F)[C@H](C)CO | -2.0 |
| O=C(C[C@H]1CC[C@H]2[C@@H](COC[C@H](O)CN2C(=O)C2CC2)O1)NCc1ccccc1Cl | 0.8 |
| COc1ccc2c3c([nH]c2c1)[C@H](CO)N(C(C)=O)CC31CCN(C(=O)Nc2ccc(F)cc2)CC1 | -0.8 |
| CC(C)NC(=O)Nc1ccc2c(c1)CC(=O)N([C@@H](C)CO)C[C@H](C)[C@H](CN(C)S(C)(=O)=O)O2 | -0.1 |
| CN(C)C(=O)c1cccc(-c2ccc([C@H]3[C@@H](CO)N4CCCCN(Cc5cccnc5)C[C@H]34)cc2)c1 | -0.4 |
| C[C@H]1CCCCO[C@@H](CN(C)C(=O)c2ccncc2)[C@@H](C)CN([C@@H](C)CO)C(=O)c2cc(NC(=O)c3ccccc3)ccc2O1 | 0.8 |
| CC(=O)N1CC[C@@H]2[C@@H](CO)Nc3ccc(-c4cccc(F)c4)cc3[C@@H]21 | 2.3 |
| Cc1noc(C)c1S(=O)(=O)Nc1ccc2c(c1)C(=O)N([C@@H](C)CO)C[C@@H](C)[C@H](CN(C)Cc1ccc3c(c1)OCO3)OCCCC[C@@H](C)O2 | 0.7 |
| C[C@@H]1CCCCO[C@@H](CN(C)S(=O)(=O)c2cn(C)cn2)[C@H](C)CN([C@H](C)CO)C(=O)c2cc(NS(=O)(=O)c3cn(C)cn3)ccc2O1 | -6.4 |

Grouped by structure: the compounds so far containing two or more sulfur atoms.
| SMILES | TcdB GH inh |
| --- | --- |
| COc1ccc(-c2ccc([C@H]3[C@@H](CO)N4CCCCN(S(=O)(=O)c5cccs5)C[C@@H]34)cc2)cc1 | 0.6 |
| C[C@@H]1CCCCO[C@H](CN(C)S(=O)(=O)c2ccc(Cl)cc2)[C@H](C)CN([C@H](C)CO)C(=O)c2cc(NS(=O)(=O)c3ccc(F)cc3)ccc2O1 | 0.5 |
| C[C@@H]1CCCCO[C@@H](CN(C)S(=O)(=O)c2cn(C)cn2)[C@H](C)CN([C@H](C)CO)C(=O)c2cc(NS(=O)(=O)c3cn(C)cn3)ccc2O1 | -6.4 |
